High-throughput results from PubChem.
All columns: NCI-60 one-dose screen, growth in % after 48 h at 10 µM unless noted; 100 = growth as untreated, 0 = no growth, -100 = all killed.
SF-539 – SF-539 CNS cancer. 6.8% of 81,000 active. AID 1794752
RXF 393 – RXF 393 renal cancer cells. 6.9% of 77,000 active. AID 1794773
SNB-75 – SNB-75 CNS cancer | 5% of 79,000 active
ACHN – ACHN renal cancer; 4.9% of 81,000 active; AID 1794771
SNB-19 – SNB-19 CNS cancer cells. 2.5% of 81,000 active
A498 – A498 renal cancer cells. 5.4% of 76,000 active. AID 1794774
CAKI-1 – CAKI-1 renal cancer; AID 1794772; 4.7% of 75,000 active
SF-268 – SF-268 CNS cancer cells. 3.1% of 82,000 active
Numbers without * were called inactive; nt = no result given; & = joins results of further samples. How the source made its calls: active means growth percent below 10; inactive means the rest. Compounds were not picked by outcome; overall some 12% were active at least once.

1	COc1ccc(C(=S)N2CCN(c3cccc(Cl)c3)CC2)cc1OC
2	Nc1c(S(=O)(=O)O)ccc2c1C(=O)c1ccccc1C2=O
3	CC(=O)Nc1ccccc1-c1n[nH]c(=O)[nH]c1=O
4	CCSC1=NC2C(N(CC)C(=O)N2CC)N1/N=C/C=C/c1ccccc1[N+](=O)[O-] (centres undefined)
5	CCCCCCCCC[Si](F)(CCCCCCCC)CCCCCCCC
6	Nc1cc([N+](=O)[O-])ccc1S(=O)(=O)O
Screen / compound no.,1,2,3,4,5,6
SF-539,98,93,91,-26*,101,99
RXF 393,89,118,97,42,109,115
SNB-75,83,90,90,24,97,88
ACHN,99,97,95,25,101,104
SNB-19,88,104,nt,22,106,111
A498,116,119,88,-5.2*,109,96
CAKI-1,72,nt,83,20,95,nt
SF-268,94,100,105,45,104,96

7	Cc1ccccc1-c1cc(-c2cccs2)c(C#N)c(=O)[nH]1
8	O=C(CSC(=S)n1cnc2ccccc21)Nc1ccccc1
9	COc1cc2cc(Oc3ccc(NC(=O)Nc4ccccc4)cc3)c(C)nc2cc1OCCN1CCCCC1
10	Cc1cc(C(=O)Nc2ccc3cc(CN4CCOCC4)ccc3n2)c(C)n1-c1ccccc1
11	O=C(COc1ccc(/C=C2\C(=O)Nc3cc(Cl)ccc32)cc1)Nc1ccccc1
12	COc1ccc(/C=C2\CCCC3=C2N=C2SC=NN2C3c2ccc(OC)c(OC)c2)cc1OC (centres undefined)
Screen / compound no.,7,8,9,10,11,12
SF-539,95,112,-80*,59,94,37
RXF 393,110,103,53,96,102,50
SNB-75,90,96,75,16,97,40
ACHN,95,108,84,50,98,37
SNB-19,94,100,92,77,100,69
A498,85,101,55,80,116,43
CAKI-1,96,nt,96,50,81,33
SF-268,97,95,83,77,101,42

13	Cc1ccc2nc(NC(=O)CSC3=NC(c4ccccc4)=C(C#N)C4=NCC(=O)N34)sc2c1
14	Cc1nc(N)nc(N)c1-c1ccccc1
15	CCNCCCn1c2c(c3cc(OC)c(OC)cc3c1=O)C(=O)c1cc3c(nc1-2)OCO3
16	O=[N+]([O-])c1ccccc1NS(=O)(=O)c1ccccc1
17	Cc1nc(-c2ccccc2)n2nc(-c3ccccc3)cc2n1
18	O=C1/C(=C\c2ccc(F)cc2)CN(C(=O)c2ccccc2F)C/C1=C\c1ccc(F)cc1
Screen / compound no.,13,14,15,16,17,18
SF-539,94,84,-44*,108,94,0.2*
RXF 393,114,53,nt,109,126,-83*
SNB-75,95,79,56,85,77,53
ACHN,103,81,2.0*,105,96,-33*
SNB-19,99,98,25,104,98,33
A498,107,91,87,82,58,47
CAKI-1,89,86,7.9*,103,95,-35*
SF-268,108,111,8.1*,106,96,0.5*

19	Cc1ccc(-c2nc([P+](c3ccccc3)(c3ccccc3)c3ccccc3)c(S(=O)(=O)c3ccc(C)cc3)o2)cc1
20	CCSc1ccccc1
21	O=C(/C=C/c1cccc(Cl)c1)c1ccc(Nc2nc(Nc3ccc(F)cc3)nc(Nc3ccc(Cl)cc3)n2)cc1
22	CC(CCBr)CCN1C(=O)c2ccccc2C1=O (centres undefined)
23	CC(C)(SCc1ccccc1)C(N)C(=O)O (centres undefined)
24	COc1ccc(-n2c(SCCc3c[nH]c4ccccc34)nnc2-c2ccncc2)cc1
Screen / compound no.,19,20,21,22,23,24
SF-539,-66*,102,142,98,97,90
RXF 393,-29*,100,-9.7*,109,113,80
SNB-75,-11*,84,96,92,91,94
ACHN,-13*,104,116,101,96,94
SNB-19,54,106,118,nt,103,90
A498,-0.9*,95,124,101,121,76
CAKI-1,5.6*,93,112,65,nt,80
SF-268,46,101,163,107,101,89

25	O=C(NCCO)c1cc2ccccc2cc1O
26	O=C1CC(c2ccccc2)c2ccc(O)cc2O1 (centres undefined)
27	CCCC(C(=O)OCCN1CC(C)CC1(C)C)C1CCCC1 (centres undefined)
28	C=C1CCC2C3(C)COC(c4cccc(F)c4)OC3CCC2(C)C1CC(O)C1=CCOC1=O (centres undefined)
29	COc1ccc(Nc2nnc3n(Cc4ccccc4)c(=O)c4c5c(sc4n23)CCCC5)cc1
30	C=C(C)[C@@H]1CC[C@]2(c3nnc(-c4ccncc4)o3)CC[C@]3(C)[C@H](CC[C@@H]4[C@@]5(C)CCC(=O)NC(C)(C)[C@@H]5CC[C@]43C)[C@@H]12
Screen / compound no.,25,26,27,28,29,30
SF-539,102,104,109,85,96,97
RXF 393,99,90,107,57,106,98
SNB-75,102,96,89,74,101,94
ACHN,89,99,102,69,97,99
SNB-19,nt,104,101,95,101,92
A498,88,98,111,125,93,99
CAKI-1,83,99,99,75,91,51
SF-268,103,98,99,106,97,89

31	O=C(O)c1ccc(-n2cc(C(=O)O)c(-c3ccc4ccccc4c3)n2)cc1
32	CCCCCCCCCCCC(=O)N(CCOC(=O)C(C)(C)C)CCOC(=O)C(C)(C)C
33	Cc1ccc(N)cc1[N+](=O)[O-]
34	COc1ccc(C2=NN(c3nc(-c4ccc(F)cc4)c(C#N)c(=O)n3C)C(=O)CC2)cc1
35	CC1(C)N=C(N)N=C(N)N1c1ccc(S(=O)(=O)Nc2nccs2)cc1
36	Cn1nc(C(F)(F)F)c(-c2ccc(Cl)c(C(F)(F)F)c2)c1-c1ccc(OCc2ccc(Cl)cc2)cc1O
Screen / compound no.,31,32,33,34,35,36
SF-539,93,104,113,102,95,34
RXF 393,109,nt,114,102,105,nt
SNB-75,95,78,nt,nt,65,48
ACHN,nt,103,108,102,108,5.2*
SNB-19,107,112,113,96,98,19
A498,109,107,117,118,96,5.3*
CAKI-1,nt,105,102,96,94,20
SF-268,98,107,114,110,94,26

37	N=C(N)SCC(=O)c1ccccc1
38	Cc1nn(-c2ccccc2)c(Cl)c1/C=C1\N=C(c2ccccc2)N(C(=O)c2ccccc2)NC1=O
39	COc1ccc(/C=C(\C#N)C(=O)Nc2cccc(Nc3nc(SC)nc(-c4cccc([N+](=O)[O-])c4)c3C#N)c2)cc1
40	Cc1nc(-c2ccc(Br)cc2)ccc1C(=O)N/N=C/c1ccccc1
41	COc1cccc(-c2cc(-c3ccc(N)cc3)[nH]c(=O)c2C#N)c1
42	CC1=NN(c2cccc(Cl)c2)C(=O)/C1=C\C=C\c1ccccc1
Screen / compound no.,37,38,39,40,41,42
SF-539,95,103,100,103,96,22
RXF 393,119,102,105,nt,109,-88*
SNB-75,97,105,72,96,78,51
ACHN,102,112,98,106,99,-51*
SNB-19,108,99,98,103,96,38
A498,105,94,106,92,105,110
CAKI-1,100,89,92,nt,91,52
SF-268,101,96,102,99,102,75

43	O=C1C=CN2C(=O)CC=CC2[C@@H]1O (some centres undefined)
44	CCOc1cccs1
45	C#C[C@]1(O)CC[C@H]2[C@@H]3CCc4c(C)ccc(O)c4[C@H]3CC[C@@]21C
46	O=S(=O)(O)c1ccc(O)c2cc(Nc3ccccc3)ccc12
47	Cc1cccc(/C=N/NC(=O)Nc2[nH]c3ccc(S(N)(=O)=O)cc3c2-c2ccccc2)c1
48	O=C(CCCCCOc1ccc(NC(=O)Nc2ccc(Cl)cc2)cc1)NO
Screen / compound no.,43,44,45,46,47,48
SF-539,104,116,95,113,84,109
RXF 393,118,104,96,114,nt,101
SNB-75,94,92,84,87,86,103
ACHN,109,nt,90,99,88,106
SNB-19,130,93,96,108,88,109
A498,108,97,92,101,106,99
CAKI-1,109,91,102,95,nt,94
SF-268,111,110,106,96,93,97

49	CCOC(=O)C(O)C(C#N)c1ccccc1 (centres undefined)
50	O=C(/C=C/c1cccs1)Nc1ncc(Cc2ccccc2F)s1
51	Clc1ccc(C2CCCCC2)cc1
52	COc1ccc(N=S=O)cc1
53	N#Cc1ccc(/C=C/C(=O)c2ccccc2)cc1
54	N#CC1=C(Nc2ccccc2)SC(c2cccs2)NC1=O (centres undefined)
Screen / compound no.,49,50,51,52,53,54
SF-539,107,-4.0*,119,94,110&103,104
RXF 393,117,-32*,107,108,nt,99
SNB-75,89,-8.0*,100,88,87,109
ACHN,109,31,109,103,93&112,109
SNB-19,103,29,102,116,90&90,nt
A498,123,4.4*,110,nt,84&112,116
CAKI-1,101,23,93,nt,nt,86
SF-268,100,56,107,96,101&101,nt

55	Cc1csc(Nc2cccc(Nc3nc(C)cs3)c2)n1
56	N=C(N)c1ccc(-c2ccc(-c3ccccc3)s2)cc1
57	CN(C)c1ccc(C2=NN(c3ccc(S(N)(=O)=O)cc3)C(c3ccc(Cl)cc3)C2)cc1 (centres undefined)
58	C[C@@H](Oc1cc(-c2cnn(C3CC4(CNC4)C3)c2)cnc1N)c1c(Cl)ccc(F)c1Cl
59	Cc1ccccc1-n1on1-c1ccccc1C
60	O=C(c1ccccc1)N(O)c1ccccc1
Screen / compound no.,55,56,57,58,59,60
SF-539,84,78,112,29,104,110
RXF 393,91,79,78,22,130,108
SNB-75,97,108,90,25,95,108
ACHN,75,68,50,49,106,97
SNB-19,82,50,86,97,107,106
A498,47,89,nt,24,123,86
CAKI-1,78,14,49,66,nt,95
SF-268,85,76,72,40,100,112

61	CNc1ccc2c(c1)c1ccccc1n2C
62	CCSc1nc(-c2ccc(OCc3ccccc3)c(OC)c2)c(C#N)c(=O)[nH]1
63	Nc1ccn(C2CC=C(CO)O2)c(=O)n1 (centres undefined)
64	COc1ccc(C(=O)/C=C/c2ccccc2[N+](=O)[O-])cc1S(N)(=O)=O
65	COc1ccc(-n2nc(C(=O)Nc3ccccc3OC)nc2-c2cc(OC)c(OC)c(OC)c2)cc1
66	COc1ccc([I+]c2ccc(OC)cc2)cc1
Screen / compound no.,61,62,63,64,65,66
SF-539,98,95,92,107,88,67&86
RXF 393,113,99,nt,127,nt,75&83
SNB-75,99,95,96,96,67,76&76
ACHN,114,101,101,113,79,90&96
SNB-19,111,91,101,98,87,73&75
A498,89,nt,111,121,63,69&89
CAKI-1,99,95,97,98,67,82&95
SF-268,95,95,113,95,98,54&85

Among those listed so far, these have fluorine:
5	CCCCCCCCC[Si](F)(CCCCCCCC)CCCCCCCC
18	O=C1/C(=C\c2ccc(F)cc2)CN(C(=O)c2ccccc2F)C/C1=C\c1ccc(F)cc1
21	O=C(/C=C/c1cccc(Cl)c1)c1ccc(Nc2nc(Nc3ccc(F)cc3)nc(Nc3ccc(Cl)cc3)n2)cc1
28	C=C1CCC2C3(C)COC(c4cccc(F)c4)OC3CCC2(C)C1CC(O)C1=CCOC1=O (centres undefined)
34	COc1ccc(C2=NN(c3nc(-c4ccc(F)cc4)c(C#N)c(=O)n3C)C(=O)CC2)cc1
36	Cn1nc(C(F)(F)F)c(-c2ccc(Cl)c(C(F)(F)F)c2)c1-c1ccc(OCc2ccc(Cl)cc2)cc1O
50	O=C(/C=C/c1cccs1)Nc1ncc(Cc2ccccc2F)s1
58	C[C@@H](Oc1cc(-c2cnn(C3CC4(CNC4)C3)c2)cnc1N)c1c(Cl)ccc(F)c1Cl
Screen / compound no.,5,18,21,28,34,36,50,58
SF-539,101,0.2*,142,85,102,34,-4.0*,29
RXF 393,109,-83*,-9.7*,57,102,nt,-32*,22
SNB-75,97,53,96,74,nt,48,-8.0*,25
ACHN,101,-33*,116,69,102,5.2*,31,49
SNB-19,106,33,118,95,96,19,29,97
A498,109,47,124,125,118,5.3*,4.4*,24
CAKI-1,95,-35*,112,75,96,20,23,66
SF-268,104,0.5*,163,106,110,26,56,40
